Assay outcomes as filed in PubChem.
CHRM4 antagonist: blocks acetylcholine activation of human M4 receptor; 0.73% of 360,000 active; CHO-hM4 cells, ACh EC80, Fluo-8 calcium fluorescence; inhibition, % at 3 µM; P08173;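 active = inhibition above its plate's cutoff, the mean inhibition of sample wells plus 3 SD, cut at about 27% in these data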;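 also: 0% = acetylcholine EC80 with DMSO and 100% = DMSO without agonist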
Target sequence (P08173 whole entry, looked up): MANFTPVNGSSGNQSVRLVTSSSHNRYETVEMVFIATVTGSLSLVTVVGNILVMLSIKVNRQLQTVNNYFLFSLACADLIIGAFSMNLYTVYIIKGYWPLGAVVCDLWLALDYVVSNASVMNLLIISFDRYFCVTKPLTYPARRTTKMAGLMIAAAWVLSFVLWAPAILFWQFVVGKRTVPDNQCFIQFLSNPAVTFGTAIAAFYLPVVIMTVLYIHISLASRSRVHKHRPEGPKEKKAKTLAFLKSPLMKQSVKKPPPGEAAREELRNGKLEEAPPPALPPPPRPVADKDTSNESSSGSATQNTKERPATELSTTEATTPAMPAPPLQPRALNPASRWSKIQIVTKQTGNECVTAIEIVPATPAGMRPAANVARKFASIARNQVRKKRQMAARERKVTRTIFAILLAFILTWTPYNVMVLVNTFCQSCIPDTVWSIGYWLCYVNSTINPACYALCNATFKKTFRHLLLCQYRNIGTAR
M5 antag: CHRM5 antagonism in calcium assay. P08912. CHO-hM5 cells, Fluo-8 calcium fluorescence, ACh EC80. inhibition, % at 3 µM. 0.59% of 360,000 active. AID 624040;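 active = inhibition above a per-plate cutoff, the mean of that plate's test compounds plus 3 SD, cut at about 27% in these data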;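 also: 0% = acetylcholine EC80 with DMSO and 100% = DMSO without agonist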
Target sequence (P08912 whole entry, looked up): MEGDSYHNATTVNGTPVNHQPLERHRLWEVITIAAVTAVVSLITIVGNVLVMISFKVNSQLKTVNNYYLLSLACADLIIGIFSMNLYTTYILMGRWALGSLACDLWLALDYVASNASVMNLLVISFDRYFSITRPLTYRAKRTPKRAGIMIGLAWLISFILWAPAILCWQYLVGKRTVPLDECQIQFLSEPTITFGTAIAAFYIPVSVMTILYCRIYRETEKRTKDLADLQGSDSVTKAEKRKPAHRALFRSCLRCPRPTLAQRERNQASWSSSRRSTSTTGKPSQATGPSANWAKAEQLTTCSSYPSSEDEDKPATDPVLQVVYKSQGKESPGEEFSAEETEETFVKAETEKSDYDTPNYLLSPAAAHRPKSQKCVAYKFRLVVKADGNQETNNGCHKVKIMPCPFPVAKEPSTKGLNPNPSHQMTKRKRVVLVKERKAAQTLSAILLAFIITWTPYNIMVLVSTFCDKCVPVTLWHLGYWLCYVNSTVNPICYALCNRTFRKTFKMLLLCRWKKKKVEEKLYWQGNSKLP
CHRM1 antagonist: antagonists of human M1 muscarinic receptor. CHO-K1 hM1, Fluo-8 calcium fluorescence, ACh EC80 antagonist. 1.3% of 360,000 active. AID 588852. inhibition, % at 3 µM;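 active = percent inhibition above its own plate's cutoff, namely the mean of that plate's compound wells plus 3 SD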;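 also: peak over basal fluorescence ratio during 140 s after agonist addition; 0% = ACh EC80 plus DMSO and 100% = DMSO alone without agonist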
CHRM1 agonist: activates human CHRM1 receptor; activation, % at 3 µM; P11229; CHO-K1 hM1, Fluo-8 calcium fluorescence, agonist mode; 0% DMSO, 100% acetylcholine EC100; AID 588814; 0.33% of 360,000 active;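 active = activation above the run's mean compound activation plus 3 SD, cut at about 16% in these data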;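 also: peak over basal fluorescence ratio within a 140 s kinetic read after compound addition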
CHRM5 agonist: agonists of human muscarinic M5 receptor (CHRM5); activation, % at 3 µM; 0.19% of 360,000 active; CHO-K1 hM5 cells, Fluo-8 calcium fluorescence; 0% DMSO wells, 100% maximal acetylcholine response; P08912;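 active = activation above the run's mean over test compounds plus 3 SD, cut at about 23% in these data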;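 also: signal is peak over basal fluorescence ratio across the kinetic read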
TAAR1 ag: agonists of human TAAR1 | 0.99% of 360,000 active | CHO RD-HGA16 TAAR1, Fluo-8 calcium fluorescence; vehicle wells 0%, saturating PEA agonist 100% | Q96RJ0 | activation, % at 3 µM;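 active = activation above the mean activation of all test compounds in the run plus 3 SD, cut at about 38% in these data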
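Assay system – CHO-derived RD-HGA16 cells with stable Gα16 and human TAAR1 · Compound dosing – one-point dosing at 3 µM (nominal) · Incubation – 17-24 h seeding, 75 min 37 °C dye, 30 min RT · Measured by – kinetic Fluo-8 calcium fluorescence · Control set – DMSO vehicle as 0%, PEA at EC100 as 100% · Repeats – single well for each compound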
M5 PAM: CHRM5 positive allosteric modulation; AID 624038; 0.3% of 360,000 active; activation, % at 3 µM; CHO-K1 hM5, Fluo-8 calcium, ACh EC20 PAM; 0% = ACh EC20, 100% = ACh EC100; P08912;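 active = activation above the run cutoff, the mean activation of all test compounds plus 3 SD, cut at about 18% in these data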
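Assay system – human M5 receptor in CHO-K1 cells · Read-out – % activation, ACh-normalized · Technique – Fluo-8 calcium fluorescence · Dosing – single-point, 3 µM nominal · Incubation – Fluo-8 loading 80 min at 37 °C plus 30 min room temperature · Repeats – singlicate, one well per test compound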
M1 PAM: potentiates human M1 receptor response to acetylcholine. CHO-K1 hM1, Fluo-8 calcium fluorescence, ACh EC20; 0% = ACh EC20, 100% = maximal ACh. activation, % at 3 µM. 0.088% of 360,000 active. AID 588819; in the data active = activation above about 19%, passing the limit was not always enough
CHRM4 agonist: agonists of human muscarinic M4 receptor (CHRM4) | P08173 | CHO-K1 hM4/Gqi5, Fluo-8 calcium fluorescence; vehicle 0%, full acetylcholine response 100% | activation, % at 3 µM | 0.14% of 360,000 active;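 active = activation above the run mean over all test wells plus 3 SD, cut at about 32% in these data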;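 also: peak over basal fluorescence ratio per well then scaled between controls; 0% = DMSO wells and 100% = acetylcholine at EC100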
Starred values were filed as active, the others as inactive; / = not tested or not shown. A portion of the library (hit frequency here may not be typical).

SMILES	CHRM4 antagonist	M5 antag	CHRM1 antagonist	CHRM1 agonist	CHRM5 agonist	TAAR1 ag	M5 PAM	M1 PAM	CHRM4 agonist
CCOC(=O)N1CCC(N2Cc3cccc(C(=O)Nc4ccc(S(=O)(=O)N(CC)CC)cc4)c3C2=O)CC1	-9.6	-2.8	13.2	-2.4	-3.8	3.6	2.9	-2.7	5.6
Cc1ccc(S(=O)(=O)N(C)C[C@H]2OCCCC[C@H](C)Oc3ccc(NC(=O)Nc4cccc5ccccc45)cc3C(=O)N([C@@H](C)CO)C[C@H]2C)cc1	10.2	-8.8	10.3	-3.1	1.6	0.2	2.8	-12.4	1.8
COc1ccc(Cl)cc1-c1noc([C@@H]2O[C@H](CO)[C@H](O)[C@H](O)[C@H]2O)n1	-2.4	1.8	-8.7	-0.1	6.0	0.6	-2.1	9.1	-0.3
COC(=O)c1ccc2nc(-c3cccc(Br)c3)c(Cc3ccsc3)n2c1	-14.5	-9.6	-30.3	-4.8	0.6	3.3	0.8	3.2	-0.5
CCCCCCc1nc(C(N)=O)c2[nH]c(=O)n(-c3ccccc3F)c2n1	-3.6	4.1	-14.6	2.0	-2.3	/	2.9	17.3	0.6
CCN(C(=O)CSc1nnc(C)n1-c1ccc(C)cc1)c1c(N)n(Cc2ccccc2)c(=O)[nH]c1=O	0.1	3.4	5.9	-2.4	0.6	4.5	6.5	-1.5	0.8
c1ccc(NN=C(c2ccccc2)c2cccs2)cc1	-14.8	-5.2	-11.8	-5.0	-1.8	2.7	-0.3	0.9	-2.2
O=C(/C=C/c1ccc([N+](=O)[O-])cc1)NCC1CCCO1 (stereo unspecified)	-10.2	-4.2	-18.0	-3.5	-1.8	-1.8	-0.4	9.8	0.6
CCC1C=C(c2ccccc2)C=CN=C1N(CC)CC (stereo unspecified)	35.0*	3.8	27.8	-9.6	-6.6	2.5	-11.3	-19.4	0.8
Cc1cn(S(=O)(=O)c2ccccc2[N+](=O)[O-])cn1	8.8	7.0	-0.4	-5.1	1.8	-0.4	5.5	1.5	0.8
CCCN(CC(=O)Nc1ccccc1C)C(=O)CCNC(=O)c1ccccc1Cl	-11.4	5.4	-26.6	0.7	-1.2	1.3	-5.2	6.9	0.6
COC(=O)c1ccc(CSc2nnc(SCc3ccc(C(=O)OC)o3)s2)o1	-11.4	9.6	-8.0	-7.2	-2.7	4.4	-5.3	2.9	4.3
COc1cc(-n2c(=O)c3ccccc3n(Cc3cc(=O)n4ccccc4n3)c2=O)cc(OC)c1OC	-0.4	2.2	-11.7	-4.9	0.1	-0.2	2.9	11.2	0.9
Cc1cc(NC(=O)COC(=O)[C@H](Cc2c[nH]c3ccccc23)NC(=O)c2ccc(F)cc2)no1	3.4	-6.8	-18.9	-2.1	-1.1	5.2	12.1	2.7	2.1
COc1cc(CN2CCNC(=O)C2CC(=O)N(C)CCN2CCOCC2)cc(OC)c1 (stereo unspecified)	-7.7	-12.2	-6.7	-0.5	0.2	1.1	0.4	4.7	-0.1
CC(=O)c1cnc2c(-c3ccccc3)c(-c3ccccc3)nn2c1C	-1.4	13.5	-7.2	-3.3	1.0	-0.3	-4.7	3.3	0.1
CC(C)(CCC(=S)N1CCOCC1)c1ccccc1	10.8	12.4	-14.3	-4.5	0.3	1.2	-8.5	6.5	1.2
CC(=O)c1ccc(NC(=S)N2CCC(O)CC2)cc1	11.5	-4.8	-10.8	-4.0	0.0	2.0	1.9	9.2	2.1
O=c1c(-c2ccccc2)nc(-c2ccccc2)cn1O	1.6	4.0	9.6	-1.4	-1.6	13.7	-4.4	1.8	0.4
CCCCc1ccc(NC(=O)N[C@H](C(=O)O)C(C)C)cc1	0.4	-0.9	-5.0	-4.7	-2.4	-2.6	0.7	10.5	0.3
CCOC(=O)c1sc(NC(=O)CSc2nncs2)c(C(=O)OCC)c1C	-2.7	-1.9	-23.5	-7.2	-2.5	8.0	-4.9	-3.7	0.3
CN(C)c1ccc(P(=O)(OC2CCCCC2)C(O)c2ccncc2)cc1 (stereo unspecified)	1.1	3.2	-6.5	-5.1	-1.4	0.9	4.4	5.7	1.3
CCCCC(C(=O)O)C(C)CC(=O)NNC(=O)c1ccco1 (stereo unspecified)	1.1	-1.0	-1.8	-4.6	-4.6	6.8	-3.6	9.3	0.4
C[C@]1(C(=O)NCCN2CCOCC2)C=C[C@@H](Cc2ccccc2)N1C(=O)c1ccccc1	-6.5	2.4	-16.8	-5.4	1.9	21.0	5.4	14.1	1.0
Cc1[nH]c2ccccc2c1/C=C/C(=O)c1ccncc1	9.1	10.8	-0.8	-0.8	2.5	2.8	-3.0	3.1	2.8
c1ccc(-c2ccccn2)nc1	-2.7	4.4	-22.2	-0.5	1.1	0.2	0.0	4.1	0.5
CN(C)S(=O)(=O)c1ccc(Cl)c(C(=O)NCC2CCCCC2)c1	-2.5	10.1	-8.0	-4.9	-0.6	0.5	-3.6	6.5	3.2
CC(C)(C)c1ccc(S(=O)(=O)N2CCCC2C(=O)N2CCOCC2)cc1 (stereo unspecified)	3.4	-6.3	2.9	-5.0	-0.3	5.8	7.5	-2.6	1.6
O=C(Nc1ccc(F)c(Cl)c1)c1csc([C@@H]2O[C@H](CO)[C@H](O)[C@H](O)[C@H]2O)n1	-4.4	3.2	-19.6	-1.1	0.5	2.6	-3.1	5.0	0.8
COc1cc(C(=O)N2CCN(c3ccccc3)CC2)c([N+](=O)[O-])cc1OC	1.3	-5.6	-5.6	-1.9	0.2	-0.1	0.8	6.7	1.1
O=C(O)CSc1nnc(CSc2nc3ccccc3s2)n1-c1ccccc1	-17.9	-3.6	-7.3	-6.8	-3.7	0.9	20.2*	7.4	0.8
O=C(NCc1cccs1)C1CCN(S(=O)(=O)c2cccs2)CC1	8.9	-10.7	-10.0	-5.3	-1.2	12.9	-3.4	7.3	1.3
O=C(C1=C[C@@H](c2ccccc2)C[C@@H](OCCCCO)O1)N1CCN(Cc2ccc3c(c2)OCO3)CC1	-5.7	1.8	3.6	-3.9	2.7	10.5	4.4	3.3	5.5
CC(C(=O)c1ccccc1)[n+]1cccc(Br)c1 (stereo unspecified)	1.4	9.1	11.5	-6.9	-1.3	3.2	-6.0	-9.1	10.5
Cc1nn(C(C)C(=O)NC(C)CCc2ccccc2)c(=O)c2cc3occc3n12 (stereo unspecified)	-10.7	-11.0	-10.7	-4.6	-8.6	-3.0	5.5	4.4	2.6
CCOC(=O)N1CCN(S(=O)(=O)N2CCCC(C(=O)NCc3cc(Br)ccc3OC)C2)CC1 (stereo unspecified)	0.3	0.4	-0.4	-1.9	1.7	5.2	-5.2	-7.8	2.8
Cc1ccc(C2CC(=O)N3CN(Cc4ccco4)CSC3=C2C#N)cc1 (stereo unspecified)	15.1	0.6	-4.4	-4.3	-2.4	5.8	-2.6	2.5	0.0
COC(=O)c1ccc2c(c1)C(NC(C)=O)CCc1cc(OC)c(OC)c(OC)c1-2 (stereo unspecified)	-7.1	-5.8	-20.2	-2.2	4.6	-0.2	5.3	8.6	0.5
Nc1nncn1C(=O)CCCOc1ccccc1	4.3	-2.0	-9.4	-2.6	-7.4	2.1	3.0	8.3	1.2
Cn1cnc2c(cnn2C)c1=O	-0.7	11.2	-8.9	-0.6	1.9	5.7	-2.4	0.5	-0.3
COc1ccc(CNC(=O)C(C)OC(=O)CCN2C(=O)C3CC=CCC3C2=O)cc1 (stereo unspecified)	-9.3	-2.2	-15.4	-3.4	-0.1	1.6	2.5	7.0	1.1
COc1cccc(CNS(=O)(=O)c2ccc3c(c2)N(C(C)=O)CCS3)c1	3.5	3.1	4.2	2.6	8.1	4.4	-2.4	-5.2	11.3
S=C(NCc1ccco1)N/N=C/c1ccc(Cl)cc1	-4.5	-5.9	15.0	-9.5	-3.9	6.2	0.1	-5.6	-2.0
CN1C(C(=O)NCc2ccco2)CC2Cn3c(nc4cc(Cl)c(Cl)cc43)C21 (stereo unspecified)	-0.3	14.3	10.6	-4.3	0.7	6.8	-5.2	-3.4	1.6
CCCNc1ncccc1C(N)=O	-0.3	-0.4	9.9	-3.0	-1.8	4.2	-0.3	-2.9	0.6
COc1cc(SC)ccc1C(=O)OCC(=O)N1CCCC1	12.1	9.9	-2.4	-5.1	-0.3	3.3	0.7	1.3	-0.1
Cc1ccc(-n2cc(CN3CCN(Cc4nccn4C)CC3)c(-c3ccc(F)cc3)n2)cc1	2.2	-1.2	-7.4	-11.8	-6.6	12.9	-1.4	8.2	2.9
CCOC(=O)c1c(C)[nH]c(C)c1C(=O)COC(=O)/C=C/c1cccc([N+](=O)[O-])c1	-17.1	-13.1	1.4	3.0	0.3	2.3	0.3	-3.8	13.2
O=S(=O)(c1ccc(NC(=S)N/N=C/c2ccc(Oc3ccccc3)cc2)cc1)N1CCOCC1	1.5	-4.5	-1.1	-5.1	-3.2	3.7	2.8	8.9	0.4
CCc1ccc(NC(=O)C2CCCN(S(C)(=O)=O)C2)cc1 (stereo unspecified)	8.6	1.2	-2.8	-5.2	-2.1	-0.5	-4.2	-1.1	0.9
Cc1cccc(NC(=S)NCc2ccc3c(c2)OCO3)c1	10.7	-2.8	-1.1	-5.2	-1.4	4.7	4.7	-2.0	1.6
COC(=O)c1ccc(-c2c(-c3ccccc3)ncc3cc(OC)c(OC)cc23)cc1	6.0	2.8	-8.5	3.5	3.6	3.8	-1.4	14.9	-0.4
CC(=O)N1CCN(C(=O)c2[nH]c(C(F)(F)F)nc2-c2ccccc2)CC1	-4.8	0.9	-24.3	-0.9	0.7	0.1	0.7	3.3	0.3
O=C(CNc1cccc2ccccc12)N/N=C/c1cccc(Oc2ccccc2)c1	-6.0	4.9	-4.4	-7.0	-1.9	-1.6	-5.9	11.2	1.4
Cc1oc(C(C)(C)C)cc1C(=O)Nc1ccc(N2CCOCC2)cc1	-6.7	0.6	7.5	-4.4	-6.8	-2.4	4.9	-1.6	1.1
Cc1cc(SCC(=O)OCC(=O)NC(C)c2ccccc2)c(C)cc1Br (stereo unspecified)	1.4	0.0	-9.1	-9.8	-5.5	3.1	1.6	9.1	2.0
